Screening results: PubChem BioAssay, several laboratories
PostGolgi ctrl: growth inhibition of yeast control strain, primary screen, counter-screen for post-Golgi transport modulator project. inhibition, % at 10 µM. hit rate 5% among 98,000. efflux-deficient yeast background strain, growth absorbance A615, 16 h
PostGolgi yeast: phenotypic screen on post-Golgi transport, primary screen; AID 739, 2007; hit rate 0.9% among 98,000; post-Golgi transport phenotypic cell assay; inhibition, % at 10 µM;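 also: yeast cells grown in 1536-well plates; yeast grown about 18 h at 30C before absorbance read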
sEH act: soluble epoxide hydrolase activators, primary screen, biochemical, human sEH. purified human sEH enzymatic activity, activator screen. Bifunctional epoxide hydrolase 2 (Homo sapiens), P34913. hit rate 0.04% among 91,000. activation, % at 2 µM. AID 717, 2007; in the data active = activation above about 37%; also: values of inactives mirror those of a sister screen read the other way
PLAP activator: PLAP enzyme activators, biochemical, luminescence, HTS; Alkaline phosphatase, placental type (Homo sapiens), P05187; purified PLAP enzyme, luminescent substrate read-out; stronger effect = higher value; activation fold at 20 µM; hit rate 1.2% among 96,000; AID 696, 2007; in the data active = activation fold above about 2
Target sequence (P05187 whole entry, looked up): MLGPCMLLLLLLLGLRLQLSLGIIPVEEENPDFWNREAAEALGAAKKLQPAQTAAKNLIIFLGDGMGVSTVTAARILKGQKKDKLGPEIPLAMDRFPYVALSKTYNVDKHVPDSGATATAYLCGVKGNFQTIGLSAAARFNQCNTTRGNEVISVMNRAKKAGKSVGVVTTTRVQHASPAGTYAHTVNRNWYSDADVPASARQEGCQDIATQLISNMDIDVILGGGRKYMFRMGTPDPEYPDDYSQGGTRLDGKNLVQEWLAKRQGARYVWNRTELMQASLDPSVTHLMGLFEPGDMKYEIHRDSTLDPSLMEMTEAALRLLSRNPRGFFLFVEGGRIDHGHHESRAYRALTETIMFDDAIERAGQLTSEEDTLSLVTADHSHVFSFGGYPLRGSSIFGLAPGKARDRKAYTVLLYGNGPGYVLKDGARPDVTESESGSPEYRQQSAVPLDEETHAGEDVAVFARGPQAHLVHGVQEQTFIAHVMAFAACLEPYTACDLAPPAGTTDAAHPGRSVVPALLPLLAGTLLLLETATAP
S1P2 agonist: S1P2 receptor agonists, primary screen, cell-based; Sphingosine 1-phosphate receptor 2 (Homo sapiens), O95136; S1P2-expressing cell line, agonist reporter read-out; hit rate 0.46% among 97,000; activation, % at 4.5 µM; in the data active = activation above about 16%;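 also: 0% = vehicle low control and 100% = maximal reference agonist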
Target sequence (O95136 whole entry, looked up): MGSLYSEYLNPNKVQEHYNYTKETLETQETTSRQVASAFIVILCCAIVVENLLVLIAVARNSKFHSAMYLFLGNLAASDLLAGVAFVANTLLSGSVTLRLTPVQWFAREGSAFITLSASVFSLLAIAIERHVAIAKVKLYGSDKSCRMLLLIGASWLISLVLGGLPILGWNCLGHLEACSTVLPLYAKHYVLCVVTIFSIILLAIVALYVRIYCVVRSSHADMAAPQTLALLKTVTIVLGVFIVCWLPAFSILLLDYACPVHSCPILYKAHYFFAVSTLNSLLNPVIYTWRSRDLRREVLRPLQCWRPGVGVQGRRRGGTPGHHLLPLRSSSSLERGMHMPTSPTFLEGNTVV
sEH inh: soluble epoxide hydrolase inhibitors, primary screen, biochemical, human sEH; recombinant human sEH enzymatic activity assay; inhibition, % at 2 µM; hit rate 0.34% among 91,000; AID 707, 2007; in the data active = inhibition above about 80%; also: values of inactives mirror those of a sister screen read the other way; many of its hits are not listed in these tables
S1P2 blocker: human S1P2 receptor antagonists, primary screen, cell-based; Sphingosine 1-phosphate receptor 2 (Homo sapiens), O95136; cell-based S1P2 antagonist assay, inhibition at 5 uM; inhibition, % at 5 µM; hit rate 0.21% among 97,000; AID 736, 2007; in the data active = inhibition above about 45%;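 also: CRE beta-lactamase reporter cells expressing human S1P2 stimulated with S1P; 0% = agonist at EC80 alone and 100% = agonist plus reference antagonist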
E coli WT exp: growth inhibitors of wild-type E. coli, primary screen, strain BW25113, expanded library, OD600. OD600 absorbance. growth inhibition, % at 100 µM. hit rate 0.15% among 98,000. AID 710, 2007;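 active = growth inhibition above about 50% at one test dose, limit read from the data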;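 also: growth measured after 20 h incubation at 37 °C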
CD11b adhes inh: inhibitors of CD11b/CD18 adhesion to fibrinogen, primary screen, K562 cells, luminescence; inhibition, % at 10 µM; hit rate 0.54% among 93,000; ATPlite luminescence; Mn2+ added to activate the integrin; AID 1497, 2009; Integrin beta-2 (Homo sapiens) + Integrin alpha-M (Homo sapiens), P05107+P11215;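 active = primary inhibition of 50% or more at 10 µM, then 40% or more on retest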; also: some results filed as inactive read as strong as hits
Starred values were filed as active, the others as inactive; nt = not tested or not shown. Rule as the data show it, unless noted: active = inhibition above about 30%; inactive = the rest.

SMILES	PostGolgi ctrl	PostGolgi yeast	sEH act	PLAP activator	S1P2 agonist	sEH inh	S1P2 blocker	E coli WT exp	CD11b adhes inh
O=C(CC1SC(N2CCCCC2)=NC1=O)Nc1cccc(C(=O)O)c1 (stereo not drawn)	3	-2	5	1.1	-5	-7	3	-2	2
N#Cc1nc(-c2cccc3ccccc23)oc1N1CCCCC1	2	8	25	0.9	-4	-25	-4	-13	-5
COc1ccc(N2CCN(C(=O)C34CCC(C)(C(=O)C3)C4(C)C)CC2)cc1 (stereo not drawn)	-3	-5	2	1.1	-6	-3	-6	-2	-16
C=CCSC1=C(C#N)C(c2cc(Br)c(O)c(OC)c2)CC(=O)N1 (stereo not drawn)	5	6	nt	1.3	-10	nt	-1	1	4
CC(C)NC(=O)C1CC(=O)N(C(C)c2ccccc2)C1 (stereo not drawn)	-3	9	2	1	-2	-4	-1	-8	3
Cn1c(CC(=O)Nc2ccc(Cl)c(Cl)c2)nnc1SCC(=O)Nc1nccs1	-5	-1	10	0.8	-11	-8	20	-12	0
O=S(=O)(c1cc(C(F)(F)F)ccc1Cl)N1CCCCCC1	10	-5	nt	1	nt	nt	nt	-13	0
CC(=O)Nc1cnc(NC(=O)c2cccc(F)c2)cc1C	1	3	7	nt	-8	-7	-16	4	nt
CC1CCCN(CC(=O)Nc2ccc(S(=O)(=O)NC3CCCCC3)cc2)C1 (stereo not drawn)	1	-3	-24	1.6	-3	23	22	0	35
c1ccc2[nH]c(CSc3nc4ccccc4o3)nc2c1	15	7	nt	1.7	-3	nt	-7	28	30
Cc1cccc(NC(=O)COc2ccc(Br)cc2)n1	5	8	6	0.8	-10	-4	2	6	nt
COC(=O)C1=C(N)OC2=C(C(=O)CC(C)(C)C2)C1c1ccoc1 (stereo not drawn)	0	0	-7	1.1	-7	5	0	2	1
Cc1cc(C)nc(NC2=NCC(=O)N2c2ccc(F)c(Cl)c2)n1	1	-7	3	1.6	-3	-2	-7	-1	-6
O=C1Nc2ccccc2C(O)(C(=O)N2CCCCC2)N1c1ccccc1 (stereo not drawn)	-3	-5	nt	1.1	nt	nt	nt	20	-1
CCC(C)[C@H](NC(=O)Nc1ccc(C(C)=O)cc1)C(=O)OC (stereo partly drawn)	-8	6	nt	1	-5	nt	-8	3	-3
CCn1ncc(C2=NOC(C(=O)Nc3cnn(C45CC6CC(CC(C6)C4)C5)c3)C2)c1C (stereo not drawn)	21	0	nt	1.4	-4	nt	17	5	13
COc1cccc(C(=O)NC(C)C(c2cccs2)N2CCN(C)CC2)c1 (stereo not drawn)	10	1	nt	1	-5	nt	-6	-9	0
O=C(c1cccs1)N1CCN(CCCc2ccccc2)CC1	-4	-7	-5	1	0	4	-10	2	12
CCOC(=O)c1ccc(N2C(=O)CC(NC3CCN(C(=O)c4cccc(Cl)c4)CC3)C2=O)cc1 (stereo not drawn)	1	1	-6	1.5	-2	8	-10	-4	9
CCOC(=O)c1c(C)c(C(=O)Nc2ccc3c(c2)OCO3)c(C)n1C	2	6	nt	1.2	-5	nt	7	2	nt
c1ccc2c(c1)nc(N1CCOCC1)c1c3ccccc3[nH]c21	26	-6	0	0.9	-2	0	2	-4	-2
COc1cccc(N2CCN(C(c3ccccn3)c3nnnn3C(C)(C)C)CC2)c1 (stereo not drawn)	nt	nt	-10	nt	-7	14	-23	nt	nt
CNc1cc([N+](=O)[O-])ccc1N/C=C/C(=O)c1cccs1	nt	nt	15	nt	-3	-11	-15	nt	nt
CCOC(=O)N1CCN(C(=O)C2CC(c3ccccc3OC)=NO2)CC1 (stereo not drawn)	27	5	-1	1	-5	2	3	0	-37
CC(C)COc1ccc(C(=O)OCCN2CCOCC2)cc1	0	3	6	1.3	-2	-1	-16	7	9
O=C(CCN1C(=O)c2ccccc2C1=O)N1CCOCC1	nt	nt	7	nt	-3	-4	-7	nt	nt
Cn1c(=O)n(Cc2ccco2)c(=N)c2c3c(sc21)CCC3	8	-2	-3	1	-3	1	12	5	-12
CCOC(=O)CSc1nnc(CNC(=O)c2ccc(OC)cc2OC)n1C	6	8	-5	1	-7	6	-15	2	-12
O=C(NCc1ccccc1)C(Cc1ccccc1)N1C(=O)C2C3CCC(C3)C2C1=O (stereo not drawn)	26	22	0	0.9	-4	1	-1	0	nt
CC(C)CC(=O)Nc1ccc(C(=O)COc2ccc(-c3nnco3)cc2)cc1	8	5	-12	1.6	-11	12	0	1	-6
CCOC(=O)c1nn(-c2ccc(C)c(C)c2)c(=O)c2c(N)scc12	13	12	1	0.8	-8	3	11	-1	8
COC(=O)c1ccc(Cl)c(NC(=O)CN(c2ccc(OC)cc2)S(=O)(=O)c2ccccc2)c1	nt	nt	24	nt	-3	-21	1	nt	nt
COc1ccc(C)cc1NC(=O)c1ccc2c(c1)OCO2	14	21	-6	0.5	-7	5	0	-1	1
COC(=O)c1ccccc1NC(=O)Nc1nnc(N2CCC(C)CC2)s1	-3	-6	0	1.4	-3	-1	15	6	8
CCCCCOc1ccc(C(=O)C(c2ccccc2)N2CCOCC2)cc1 (stereo not drawn)	nt	nt	-1	nt	-7	1	-2	nt	nt
Cc1cccc(CN2CCN(CC(=O)NCCCN3CCCC3=O)C2=O)c1	2	2	nt	0.8	nt	nt	nt	-4	-1
c1cncc(-c2nnc(SCc3cccc4ccccc34)o2)c1	15	-5	-9	1.3	-9	8	1	-7	8
CC1CCc2cc(F)ccc2N1C(=O)CCC(=O)O (stereo not drawn)	-1	5	-8	1	-7	6	-7	4	-17
CCOC(=O)c1ccc(NC(=O)CSc2nnc(COc3ccccc3)n2C)cc1	1	6	8	1	-2	-5	9	-1	4
O=C1CC(c2ccc(S(=O)(=O)N3CCCCC3)cc2)CN1 (stereo not drawn)	6	-2	1	1.1	2	2	-5	-8	4

In a second layout: results already given
Sequence of screens – PostGolgi ctrl	PostGolgi yeast	sEH act	PLAP activator	S1P2 agonist	sEH inh	S1P2 blocker	E coli WT exp	CD11b adhes inh
- CC(C)NC(=O)C1CC(=O)N(C(C)c2ccccc2)C1 (stereo not drawn)
    -3	9	2	1	-2	-4	-1	-8	3
- Cn1c(CC(=O)Nc2ccc(Cl)c(Cl)c2)nnc1SCC(=O)Nc1nccs1
    -5	-1	10	0.8	-11	-8	20	-12	0
- O=S(=O)(c1cc(C(F)(F)F)ccc1Cl)N1CCCCCC1
    10	-5	nt	1	nt	nt	nt	-13	0
- CC(=O)Nc1cnc(NC(=O)c2cccc(F)c2)cc1C
    1	3	7	nt	-8	-7	-16	4	nt
- CC1CCCN(CC(=O)Nc2ccc(S(=O)(=O)NC3CCCCC3)cc2)C1 (stereo not drawn)
    1	-3	-24	1.6	-3	23	22	0	35
- c1ccc2[nH]c(CSc3nc4ccccc4o3)nc2c1
    15	7	nt	1.7	-3	nt	-7	28	30
- Cc1cccc(NC(=O)COc2ccc(Br)cc2)n1
    5	8	6	0.8	-10	-4	2	6	nt
- COC(=O)C1=C(N)OC2=C(C(=O)CC(C)(C)C2)C1c1ccoc1 (stereo not drawn)
    0	0	-7	1.1	-7	5	0	2	1
- Cc1cc(C)nc(NC2=NCC(=O)N2c2ccc(F)c(Cl)c2)n1
    1	-7	3	1.6	-3	-2	-7	-1	-6
- O=C1Nc2ccccc2C(O)(C(=O)N2CCCCC2)N1c1ccccc1 (stereo not drawn)
    -3	-5	nt	1.1	nt	nt	nt	20	-1
- CCC(C)[C@H](NC(=O)Nc1ccc(C(C)=O)cc1)C(=O)OC (stereo partly drawn)
    -8	6	nt	1	-5	nt	-8	3	-3
- CCn1ncc(C2=NOC(C(=O)Nc3cnn(C45CC6CC(CC(C6)C4)C5)c3)C2)c1C (stereo not drawn)
    21	0	nt	1.4	-4	nt	17	5	13
- COc1cccc(C(=O)NC(C)C(c2cccs2)N2CCN(C)CC2)c1 (stereo not drawn)
    10	1	nt	1	-5	nt	-6	-9	0

Later entries
SMILES	PostGolgi ctrl	PostGolgi yeast	sEH act	PLAP activator	S1P2 agonist	sEH inh	S1P2 blocker	E coli WT exp	CD11b adhes inh
CCCCCCC1CC(C)(/C(C)=N/NC(N)=O)OC1=O (stereo not drawn)	6	1	-1	1.3	-5	3	22	3	nt
COc1ccc(-n2nc(C(=O)Nc3ccc4c(c3)OCO4)c3c4ccccc4n(C)c3c2=O)cc1	nt	nt	4	0.9	-7	-4	-5	nt	-10
Cn1c(-c2ccc3c(c2)OCO3)cnc1NCc1ccccc1	9	7	-2	1.2	0	4	-3	15	nt
CCOC(=O)c1[nH]c(C)c(CN(CCc2ccc(OC)c(OC)c2)C(=O)CCCC(=O)O)c1C	-1	10	-4	1.5	-8	3	12	-2	12
Cc1ccc(C)c(C(=O)c2c(C)nc3sccn23)c1	-4	-3	14	0.9	-3	-14	-25	2	-6
N#Cc1c(NC(=O)c2cc(-n3cnnc3)ccc2Cl)sc2c1CCCC2	7	6	1	1	-3	2	5	0	18
COCCn1c(=S)[nH]c2cc(C(=O)NCCCN3CCOCC3)ccc2c1=O	6	5	-13	1.1	-1	14	6	-3	nt
O=C(CCCOc1ccccc1)N1CCN(c2ccccn2)CC1	14	-8	-10	1.4	-5	14	2	0	-22
COc1ccc(-c2nn(-c3ccccc3)cc2C(=O)O)cc1OC	17	-4	6	1.5	0	-8	-20	-12	-45
CCOC(=O)c1cc(OC(=O)c2ccccc2Br)n(-c2ccccc2)n1	-2	0	11	1.4	-3	-10	0	7	2
COC(=O)C1=C(C)Nc2nnnn2C1c1ccco1 (stereo not drawn)	-2	-1	-6	1	-3	9	-8	5	-10
CCOC(=O)N1CCC(NS(=O)(=O)c2ccc3c(c2)C(C)(C)C(=O)N3C)CC1	-3	3	4	1.2	-5	-4	12	1	nt
COC(=O)c1ccccc1NC(=O)C1CCN(S(C)(=O)=O)CC1	13	11	6	1	-4	-2	-2	3	-12
CCCCCNC(=O)Cc1ccc(OC)cc1	6	4	nt	1	nt	nt	nt	5	-11
Cc1ccc(C2CC(C(F)(F)F)n3ncc(C(N)=O)c3N2)cc1 (stereo not drawn)	6	-4	24	1	-5	-22	9	1	2
O=C(COC(=O)C1CC(=O)N(c2ccc3c(c2)OCCO3)C1)Nc1ccc2c(c1)CCC2 (stereo not drawn)	-3	-1	nt	1.1	0	nt	-3	-1	-2
CC(C)(C)NC(=O)Cn1nnc(-c2ccccc2NC(=O)c2ccco2)n1	nt	nt	-10	nt	-6	10	6	nt	nt
O=C(OCCN=C1NS(=O)(=O)c2ccccc21)c1cccnc1	19	-13	17	1	-7	-19	-5	5	-4
O=C(Cn1c(C(F)(F)F)nc2ccccc21)c1ccc(F)cc1	11	-5	-11	1.2	-6	16	-1	-4	nt
O=C(O)CCSc1nc2ccccc2n1CCOc1ccccc1	4	3	nt	1.4	-4	nt	-4	4	8
CCOC(=O)N1CCC(n2c(SCC(=O)Nc3nccs3)nc3ccsc3c2=O)CC1	-2	1	nt	1	-4	nt	-3	-7	-6
CCn1ncc(C2=NOC(C(=O)Nc3ccc4c(c3)OCO4)C2)c1C (stereo not drawn)	7	25	nt	1	nt	nt	nt	-2	2
CCOc1cc(S(=O)(=O)N(CC)CC)ccc1Br	10	11	11	1	-7	-14	-35	-6	2
COc1ccc(Cc2nnc(SCC(=O)NCCc3ccccc3)o2)cc1	11	-5	nt	1	nt	nt	nt	-7	-6
